From PubChem BioAssay
NPC1 prom act – activates the NPC1 promoter | 320,000 tested, 2.4% active | Potency, µM (highest dose often 9.22 µM), without a hit: at the top dose activation, actives largely listed as activators | Huh7 NPC1 promoter luciferase reporter, 24 h;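 note: % of control where 0% means no effect; nearly all actives have a fitted effect of over 60% in size; reporter is driven by a mutant NPC1 promoter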
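Quantitative HTS used a cell-based reporter: Huh7 cells stably bearing the NPC1 promoter upstream of luciferase were treated with compounds for 24 h, and promoter activation was read as luminescence.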
FLuc modulator – counter-screen for miR-21 project: firefly luciferase inhibitors or activators; P08659; purified FLuc, Km substrates, luminescence inhibition; Potency, µM (doses to about 57.5 µM), for inactives: at the highest dose activity change, negative = inhibition, hits mostly inhibitors; 360,000 tested, 6.9% active; AID 588342;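 note: plate controls were vehicle for no effect and reference inhibitor for full effect; nearly all actives have a fitted effect of over 55% in size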
Target sequence (P08659 whole entry, looked up): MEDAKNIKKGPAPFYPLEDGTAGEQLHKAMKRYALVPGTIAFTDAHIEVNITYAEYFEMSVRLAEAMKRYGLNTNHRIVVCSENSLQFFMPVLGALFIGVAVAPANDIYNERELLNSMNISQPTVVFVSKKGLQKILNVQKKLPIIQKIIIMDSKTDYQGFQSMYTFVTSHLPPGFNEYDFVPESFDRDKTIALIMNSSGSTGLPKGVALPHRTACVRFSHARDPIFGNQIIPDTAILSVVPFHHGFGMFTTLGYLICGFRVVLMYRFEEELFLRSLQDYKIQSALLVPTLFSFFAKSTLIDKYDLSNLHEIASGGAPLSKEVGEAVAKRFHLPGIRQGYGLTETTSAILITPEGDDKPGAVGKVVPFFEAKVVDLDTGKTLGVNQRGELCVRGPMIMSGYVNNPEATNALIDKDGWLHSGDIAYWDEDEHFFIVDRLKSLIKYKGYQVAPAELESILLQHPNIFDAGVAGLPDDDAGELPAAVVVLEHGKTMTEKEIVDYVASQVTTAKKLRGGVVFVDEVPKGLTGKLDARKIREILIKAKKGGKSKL
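Purified P. pyralis luciferase, 10 nM final, with Km-level 10 uM D-luciferin and 10 uM ATP in 50 mM Tris acetate pH 7.5, 10 mM Mg acetate, 0.01% Tween-20, 0.05% BSA; 6-point qHTS titration about 60 µM downward; luminescence read.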
MBNL1 CUG block – blocks human MBNL1 binding to CUG repeat RNA. Q9NR56. TR-FRET MBNL1-His/biotin-(CUG)12 binding, 665/545 ratio. Potency, µM (highest dose often 57.5 µM), for the others: at the top dose activity change, negative = inhibition, usual class: inhibitors. 280,000 tested, 0.036% active. AID 2675; active = well fitted inhibition curve with a large enough effect in the signal ratio, with a control signal flat, not every such curve was filed as active; inconclusive = small, poorly fitted or top-dose-only effect, or effect the other way, or a change in a side signal; inactive = no such curve, though single readings can be large or run the other way; the % refers to the signal ratio; note: % is set by controls: 0 for no effect and ±100 for the full control effect
Target sequence (Q9NR56 whole entry, looked up): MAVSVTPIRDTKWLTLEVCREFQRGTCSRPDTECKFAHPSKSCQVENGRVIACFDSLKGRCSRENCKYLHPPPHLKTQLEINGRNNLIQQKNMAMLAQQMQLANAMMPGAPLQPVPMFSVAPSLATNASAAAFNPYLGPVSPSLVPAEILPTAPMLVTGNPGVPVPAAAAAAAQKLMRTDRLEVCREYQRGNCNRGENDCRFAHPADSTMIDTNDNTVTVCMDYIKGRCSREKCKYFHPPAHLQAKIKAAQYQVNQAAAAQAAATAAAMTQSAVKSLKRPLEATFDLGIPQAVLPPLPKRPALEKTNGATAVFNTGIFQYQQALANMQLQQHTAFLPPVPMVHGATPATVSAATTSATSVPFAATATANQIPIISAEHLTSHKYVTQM
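Compounds (final 92 nM to 58 uM) are added to His-tagged MBNL1 and biotin-(CUG)12, then terbium anti-His antibody and streptavidin-XL665 (5 nM final). After 60 min at room temperature, the 665/545 nm ratio is read.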
VP16 counter – counter-screen for ROR gamma inhibitors: Gal4-VP16 reporter; Drosophila S2 Gal4-VP16 UAS-luciferase, luminescence, 20 h; Potency, µM (highest dose often 53.6 µM), for inactives: top-dose activity, negative = inhibition, most hits filed as inhibitors; 310,000 tested, 3.5% active; AID 2546;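 note: Gal4-VP16 expression switched on by copper sulfate through the metallothionein promoter; % is set by controls: 0 for no effect and ±100 for the full control effect; nearly all actives have a fitted effect of over 50% in size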
MLL CXXC-DNA inh – inhibitors of human MLL CXXC domain-DNA interaction. Potency, µM (highest dose often 115 µM), inactives show at the highest dose activity change, negative = inhibition, actives largely listed as inhibitors. 290,000 tested, 0.037% active. MLL-CXXC / FITC-HOXA9 DNA fluorescence polarization. Q03164; active = well fitted inhibition curve with a large enough effect in the polarisation, with a control signal flat, not every such curve was filed as active; inconclusive = small, poorly fitted or top-dose-only effect, or effect the other way, or a change in a side signal; inactive = no such curve, though single readings can be large or run the other way; the % refers to the polarisation
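Fluorescence polarization: 7 uM MLL-CXXC (stock) preincubated 5 min with compounds, then 50 nM fluorescein-HOX-A9 DNA (stock) added; 30 min ambient. Buffer 50 mM Tris-HCl pH 7.5, 50 mM NaCl, 1 mM DTT, 0.05% BSA.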
p53 reactivator – re-activators of mutant p53; 320,000 tested, 0.063% active; Potency, µM (titrated, usually from 92.2 µM), inactives show at the highest dose activity change, positive = activation, actives largely listed as activators; AID 504706; H1299 p53-A138V BP100-luciferase reporter, luminescence, 24 h; note: % of control where 0% means no effect; nearly all actives have a fitted effect of over 45% in size
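H1299 (p53-null), stable ts p53-A138V + BP100-Luc; 1000 cells/well, Opti-MEM/10% FBS; cpd 4 pt, 1:5; 24 h, 37 deg C, 5% CO2; detection reagent 10 min RT; luminescence.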
RORg inh – blocks mouse ROR gamma transcriptional activity | P51450 | Drosophila S2 Gal4-RORgamma UAS-luciferase reporter, 20 h | Potency, µM (titrated, usually from 53.6 µM), inactives show top-dose activity change, negative = inhibition, hits mostly inhibitors | 310,000 tested, 5.4% active | AID 2551; note: % is set by controls: 0 for no effect and ±100 for the full control effect; nearly all actives have a fitted effect of over 60% in size
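A Gal4/UAS one-hybrid system in insect cells: metallothionein-promoter Gal4–ROR gamma fusion plus Photinus luciferase reporter. Copper sulfate 700 uM final, 20 hr ambient incubation, luminescent detection after 10 min with reagent.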
ELG1 genotox – genotoxicity induction in ELG1-luciferase HEK293T cells; HEK293T ELG1-luciferase reporter, luminescence, 16 h; Potency, µM (titrated, usually from 46 µM), inactives show at the highest dose activity change, positive = activation, usual class: activators; 330,000 tested, 1.3% active; note: % of control where 0% means no effect; nearly all actives have a fitted effect of over 60% in size
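Cells (2,000/well) expressing the ELG1-luciferase fusion are dosed by pin tool and kept 16 hr at 37 °C, 5% CO2. Signal comes from ONE-Glo luciferase reagent after 30 min at room temperature.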
BRCA1 expr up – BRCA1 expression activation | MCF7-BRCA1-FFLuc reporter, luminescence, 48 h; response scale: scaled: vehicle 0%, 10 µM genistein 100% | Potency, µM (series often up to 46.1 µM), for the others: top-dose activation, most hits filed as activators | 380,000 tested, 1.1% active | AID 624202; note: nearly all actives have a fitted effect of over 80% in size; some results filed as inactive show a strong effect at the top dose
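Compounds are tested at multiple concentrations on MCF7 BRCA1-luciferase reporter cells seeded at 2000 per well; after 48 h, a single luminescence end-point is taken and curves fitted to the normalized data.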
Rab9 promoter act – activators of Rab9 promoter; Huh7 Rab9 promoter-luciferase reporter, luminescence, 24 h; Potency, µM (top dose mostly 9.22 µM), without a hit: at the top dose activation, negative = inhibition, hits mostly activators; 320,000 tested, 2.8% active; note: % of control where 0% means no effect; nearly all actives have a fitted effect of over 60% in size
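Promoter activation is measured as luciferase luminescence in Huh7 cells stably transfected with a Rab9 promoter–luciferase construct, following 24 h compound exposure at 37 °C and 10 min reagent incubation at ambient temperature.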
uPA surface inh – inhibitors of cell surface uPA generation. cell surface uPA generation assay, qHTS. Potency, µM (doses to about 38.3 µM), without a hit: top-dose activity change, negative = inhibition, usual class: inhibitors. 330,000 tested, 0.31% active; active = well fitted inhibition curve with a large enough effect; inconclusive = small, poorly fitted or top-dose-only effect; inactive = no such curve, though single readings can be large or run the other way; tested in mouse RAW 264.7 cells; note: % is set by controls: 0 for no effect and ±100 for the full control effect; nearly all actives have a fitted effect of over 55% in size
Active calls of the source: *; ? = inconclusive; nt = not tested or not shown; & = joins results of further samples; [ ] = dose if it differs, or a comment. Unless noted, calls come from the whole dose curve; as a rule, active = well fitted curve in the direction sought with a large enough effect; inconclusive = small, poorly fitted or top-dose-only effect, or another doubt; inactive = no such curve, though single readings can be large; an effect the other way counts as inactive or inconclusive. Potency is the fitted concentration of half-maximal effect. This is a subset (hit frequency here may not be typical).

SMILES	NPC1 prom act	FLuc modulator	MBNL1 CUG block	VP16 counter	MLL CXXC-DNA inh	p53 reactivator	RORg inh	ELG1 genotox	BRCA1 expr up	Rab9 promoter act	uPA surface inh
CC(O)[C@H]1CNC(=O)C(=O)N1CC1(c2ccccc2)CC1 (some centres not stated)	4%	2%	-11%	-7%	?	3%	?	-1%	0%	-5%	13%
CCCn1c(SCC(=O)NC2CCCC2)nc2c1c(=O)n(C)c(=O)n2C	-1%	-1%	-2%	2%	1%	4%	15%	0%	3%	2%	-1%
CCOC(=O)COc1ccc2c(c1)C(=O)CC1(CCN(C(C)=O)CC1)O2	1%	3%	4%	-2%	-3%	3%	-5%	4%	2%	5%	nt
CCOC(=O)N1CCN(C(=O)c2c(N)no[n+]2[O-])CC1	1%	-1%	-2%	12%	1%	-3%	35%	0%	nt	9%	nt
CC(C)c1ccc(-c2nc(N3CCCC3)nc3n[nH]c(N)c23)cc1	-18%	0%	-7%	nt	15%	-2%	38%[0.365 µM]	0%	-54%	-11%	-8%
CC(C)(C)c1ccc(OCC(=O)NCC(c2cccs2)N2CCOCC2)cc1 (configuration not stated)	4%	2%	nt	nt	nt	-9%	nt	-2%	-20%	0%	-4%
COc1cccc(/C=C2/C(=O)NN(c3ccc(Br)cc3)C2=O)c1O	-3%	1.9µM*	?	5%	?	?	14%	2%	-18%	-2%	4%
CC1(C)Cc2c(cnn2-c2cccc(F)c2)C(NC(=O)c2ccc(=O)[nH]n2)C1 (configuration not stated)	-5%	-1%	2%	-4%	1%	-1%	2%	4%	-23%	-8%	5%
Cc1ccc(CC(=S)N2CCOCC2)cc1	-5%	-4%	-4%	7%	8%	3%	-8%	4%	6%	-11%	2%
CCOC(=O)c1nn(-c2ccccc2)c(=O)cc1SC(C)CC (configuration not stated)	-5%	1%	?	-3%	-10%	-10%	-5%	0%	-1%	-3%	nt
COc1ccc(/C=C/C(=O)Nc2cc(C)on2)cc1	2.8µM*	?	-3%	-8%	9%	?	-10%	14%	4.5µM*	1.6µM*	0%
Clc1cc(Cl)cc(C2=NCCC(c3ccccc3)O2)c1 (configuration not stated)	1%	-2%	1%	-4%	8%	1%	-11%	0%	nt	-5%	nt
CC(=O)c1cc2c(cc1NS(=O)(=O)c1ccc(F)cc1)OCO2	-11%	-3%	63%[activator]	3%	-2%	0%	-6%	-1%	-15%	-6%	-2%
CCOC(=O)NC1(C(F)(F)F)C(=O)NC(C)=C1C#N (configuration not stated)	1%	-3%	-19%	4%	-1%	4%	-43%	3%	-2%	12%	11%
O=C(OCc1nnc(-c2ccccc2)o1)c1cc(S(=O)(=O)N2CCOCC2)c(Cl)cc1Cl	-4%	-2%	-3%	-2%	13%	9%	0%	18µM*	4%	7%	2%
COc1ccc(CCNC(=O)C(=O)Nc2nccs2)cc1OC	0%	2%	9%	-1%	5%	2%	10%	1%	24%	8%	-4%
COC(=O)N1C(=O)[C@](c2ccccc2)(C2CCCC2)N1C(=O)OC	2%	-1%	-13%	?	-9%	nt	?	14%	4%	-12%	?
Cc1cc(C)cc(NC(=O)N2CCc3ccccc3C2)c1	?	19µM*	3%	22%	8%	10%	36%	?	?	?	-3%
COc1ccc(/C=N/Nc2ccccn2)cc1O	?	6.7µM*	?	-2%	0%	?	-33%	?	?	?	1%
CC(C)C(=O)N(Cc1ccccc1)c1ccccn1	10%	0%	5%	-2%	-5%	0%	-6%	1%	1%	16%	3%
Cc1cccc(C(=O)O/N=C(\N)c2ccccn2)c1	1.6µM*	0.27µM*	-2%	10µM*	0%	0%	13µM*	2.6µM*	-55%	4µM*	-6%
C=C(C)COc1ccc(-c2n[nH]c(C)c2-c2ccc(OC)c(OC)c2)c(O)c1	-20%	-4%	-4%	7.1µM*	31%[activator]	2%	1.4µM*	5%	-76%	-24%	2%
CN(C)CCN1C(=O)C(O)=C(C(=O)c2cc3ccccc3o2)C1c1ccccn1 (configuration not stated)	3%	-5%	?	-13%	-2%	2%	3%	-2%	nt	-4%	nt
NC(=O)c1cccnc1Nc1ccccc1F	17%	-14%	-6%	?	1%	?	19%	?	?	15%	-4%

Exported with values under each structure: part of the list above.
Each structure is followed by: NPC1 prom act | FLuc modulator | MBNL1 CUG block | VP16 counter | MLL CXXC-DNA inh | p53 reactivator | RORg inh | ELG1 genotox | BRCA1 expr up | Rab9 promoter act | uPA surface inh
CCOC(=O)NC1(C(F)(F)F)C(=O)NC(C)=C1C#N (configuration not stated)
  1% | -3% | -19% | 4% | -1% | 4% | -43% | 3% | -2% | 12% | 11%
O=C(OCc1nnc(-c2ccccc2)o1)c1cc(S(=O)(=O)N2CCOCC2)c(Cl)cc1Cl
  -4% | -2% | -3% | -2% | 13% | 9% | 0% | 18µM* | 4% | 7% | 2%

Carrying on:
SMILES	NPC1 prom act	FLuc modulator	MBNL1 CUG block	VP16 counter	MLL CXXC-DNA inh	p53 reactivator	RORg inh	ELG1 genotox	BRCA1 expr up	Rab9 promoter act	uPA surface inh
Cn1c(CNC(=O)c2ccccc2F)nnc1SCC(=O)NCc1ccccc1	-1%	-1%	-17%	0%	3%	-4%	-13%	1%	-15%	0%	6%
O=C(CSCc1cnn(-c2ccccc2)c1-n1cccc1)NCCN1CCOCC1	2%	1%	4%	11%	11%	0%	1%	4%	-8%	2%	1%
CSc1ccccc1NC(=O)c1cc(-c2cccnc2)nc2ccc(Br)cc12	-4%	-12%	10%	-25%	19%	-4%	-11%	-9%	-75%	-6%	-1%
COc1ccccc1-c1nnc(SCC(=O)N2CCCCC2)o1	28%	-10%	-6%	4%	5%	12%	2%	4%	16%	27%	-5%
Cc1csc(NC(=O)CSc2nc3ccccc3c3c2CCCC3)n1	-3%	-7%	6%	?	1%	0%	?	1%	-21%	-2%	3%
OCCN1CCN(CC(O)COc2ccc3ccccc3c2)CC1 (configuration not stated)	3%	0%	5%	-8%	10%	-10%	-4%	3%	-8%&11%	10%	-5%&-6%
O=c1[nH]c(=O)n(C(c2ccccc2)c2ccccc2)cc1Br	-3%	-18%	-7%	-5%	-2%	-5%	9%	3%	-6%	1%	5%
CC1CCN(CC(=O)NCc2ccccc2)CC1	0%	-2%	-3%	2%	6%	7%	20%	2%	0%	-4%	nt
COc1ccc(-c2cn3ccccc3n2)cc1OC	3.2µM*	3.4µM*	0%	-16%	12%	3%	5%	?	59%	3.2µM*	nt
Cc1ccc(NC(=O)CN(C)Cc2cccs2)cc1Cl	-3%	?	-2%	7%	-4%	15%	16%	5%	11%	11%	1%
CCOc1ccc(S(=O)(=O)N2CCCCC2)c2ccccc12	-4%	1%	6%	-5%	-5%	-6%	?	-2%	-44%	-1%	4%
C=CCOc1ccc(C2NC(=S)NC3=C2CCc2ccccc23)cc1 (configuration not stated)	1%	6µM*	0%	13µM*	1%	26%	3.5µM*	24%	-24%	-11%	2%
CCn1c(O)c(N=NC2=NC(=O)CS2)c2cc(C)ccc21	2%	-2%	?	13µM*	-14%	18%	4.5µM*	-5%	22%	-2%	7%
CC(=O)c1ccc(NC(=O)c2cn(-c3ccccc3)nc2-c2ccncc2)cc1	-4%	-1%	19%	-14%	2%	3%	14%	-1%	15%	-5%	2%
Cc1ccc([N+](=O)[O-])cc1S(=O)(=O)N1CCCN(C)CC1	2%	0%	?	-5%	5%	19%	-22%	0%	-17%	0%	-3%

In the list so far, seven contain an aryl methoxy group.
SMILES	NPC1 prom act	FLuc modulator	MBNL1 CUG block	VP16 counter	MLL CXXC-DNA inh	p53 reactivator	RORg inh	ELG1 genotox	BRCA1 expr up	Rab9 promoter act	uPA surface inh
COc1cccc(/C=C2/C(=O)NN(c3ccc(Br)cc3)C2=O)c1O	-3%	1.9µM*	?	5%	?	?	14%	2%	-18%	-2%	4%
COc1ccc(/C=C/C(=O)Nc2cc(C)on2)cc1	2.8µM*	?	-3%	-8%	9%	?	-10%	14%	4.5µM*	1.6µM*	0%
COc1ccc(CCNC(=O)C(=O)Nc2nccs2)cc1OC	0%	2%	9%	-1%	5%	2%	10%	1%	24%	8%	-4%
COc1ccc(/C=N/Nc2ccccn2)cc1O	?	6.7µM*	?	-2%	0%	?	-33%	?	?	?	1%
C=C(C)COc1ccc(-c2n[nH]c(C)c2-c2ccc(OC)c(OC)c2)c(O)c1	-20%	-4%	-4%	7.1µM*	31%[activator]	2%	1.4µM*	5%	-76%	-24%	2%
COc1ccccc1-c1nnc(SCC(=O)N2CCCCC2)o1	28%	-10%	-6%	4%	5%	12%	2%	4%	16%	27%	-5%
COc1ccc(-c2cn3ccccc3n2)cc1OC	3.2µM*	3.4µM*	0%	-16%	12%	3%	5%	?	59%	3.2µM*	nt
